High-throughput results deposited in PubChem by several laboratories.
Mtb UGM inh – inhibitors of M. tuberculosis UDP-galactopyranose mutase. purified UGM, fluorescence polarization probe displacement. inhibition, % at 10 µM. actives 0.06% (n = 320,000). AID 504406; in the data active means inhibition above about 10%, passing the limit was not always enough; inconclusive means no clear call, values can overlap the other calls
FadD28 binding – inhibitors of Mycobacterium tuberculosis FadD28 bisubstrate binding | FadD28 bisubstrate probe binding, fluorescence polarization | inhibition, % at 12.5 µM | actives 0.22% (n = 360,000); in the data active means inhibition above about 8.5%, passing the limit was not always enough; inconclusive means no clear call, values can overlap the other calls
Mtb FBA inh – Mtb fructose-bisphosphate aldolase inhibition; inhibition, % at 1 µM; purified M. tuberculosis FBA, fluorescence read-out; actives 2.3% (n = 360,000); in the data active means inhibition above about 27%;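 further: 0% = vehicle and 100% = reference inhibitor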
Target sequence (P9WQA3 whole entry, looked up): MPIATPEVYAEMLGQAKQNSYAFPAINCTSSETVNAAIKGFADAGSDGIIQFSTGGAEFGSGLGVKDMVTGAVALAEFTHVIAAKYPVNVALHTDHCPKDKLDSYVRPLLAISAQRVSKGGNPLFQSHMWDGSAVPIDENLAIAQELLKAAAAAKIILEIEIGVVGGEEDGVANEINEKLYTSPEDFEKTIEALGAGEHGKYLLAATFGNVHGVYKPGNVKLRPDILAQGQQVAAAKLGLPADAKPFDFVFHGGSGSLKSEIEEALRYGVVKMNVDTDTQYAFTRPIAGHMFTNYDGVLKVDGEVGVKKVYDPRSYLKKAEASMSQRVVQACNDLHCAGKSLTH
BoNT-F LC inh – blocks Botulinum neurotoxin F light chain protease; actives 0.22% (n = 360,000); inhibition, % at 10 µM; Multiplex microsphere protease cleavage assay, flow cytometry; in the data active means inhibition above about 35%, passing the limit was not always enough; inconclusive means no clear call, values can overlap the other calls; further: plate controls were buffer without enzyme for full effect and enzyme alone for no effect
GDH-TPI inh – inhibits GDH-TPI coupling enzymes, artifact for Mtb FBA screen | actives 1.2% (n = 360,000) | GDH-TPI coupled enzyme counterscreen, NADH absorbance | inhibition, % at 4.8 µM | AID 588335;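 further: 0% = DMSO wells and 100% = wells lacking the enzyme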
CCHF vOTU inh – CCHFV vOTU protease inhibition. AID 651958. inhibition, % at 11.5 µM. actives 0.55% (n = 370,000). Pep-AMC fluorescence; further: 0% = vehicle wells with enzyme and 100% = no enzyme wells
VHR inh abs – blocks human VHR1 dual specificity phosphatase; actives 0.52% (n = 290,000); AID 1654; recombinant VHR phosphatase, pNPP absorbance; inhibition, % at 13.3 µM; P51452; in the data active means inhibition above about 50%; further: some compounds called inactive have numbers as strong as hits
Target sequence (P51452 whole entry, looked up): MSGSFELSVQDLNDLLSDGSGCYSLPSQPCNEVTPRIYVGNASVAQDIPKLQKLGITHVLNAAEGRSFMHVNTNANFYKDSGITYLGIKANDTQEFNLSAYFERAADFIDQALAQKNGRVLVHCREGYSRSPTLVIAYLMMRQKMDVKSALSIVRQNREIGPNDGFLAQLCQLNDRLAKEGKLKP
Rv3671c protease – inhibitors of M. tuberculosis serine protease Rv3671c; P9WHR9; inhibition, % at 5.96 µM; actives 0.048% (n = 320,000); AID 2606; in the data active means inhibition above about 38%;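 further: extracellular domain of Rv3671c used as enzyme; 0% = enzyme with DMSO and 100% = no enzyme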
Target sequence (P9WHR9 whole entry, looked up, the tested form may be a part): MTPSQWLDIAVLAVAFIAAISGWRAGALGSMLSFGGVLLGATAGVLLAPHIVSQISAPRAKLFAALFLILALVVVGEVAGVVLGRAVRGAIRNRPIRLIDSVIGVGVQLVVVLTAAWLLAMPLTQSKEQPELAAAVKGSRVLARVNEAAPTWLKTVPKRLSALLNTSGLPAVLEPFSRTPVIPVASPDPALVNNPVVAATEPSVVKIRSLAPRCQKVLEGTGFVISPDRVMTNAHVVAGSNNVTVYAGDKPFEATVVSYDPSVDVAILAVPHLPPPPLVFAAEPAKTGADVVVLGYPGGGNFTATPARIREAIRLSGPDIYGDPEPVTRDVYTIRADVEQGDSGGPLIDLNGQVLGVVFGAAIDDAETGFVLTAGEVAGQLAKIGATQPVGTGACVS
MazF activator – MazEF (E. coli) toxin RNase activation | P0AE70 | FAM/BHQ RNA-DNA oligo cleavage fluorescence, 5 h | activation, % at 20 µM | actives 0.32% (n = 350,000); in the data active means activation above about 50%
Target sequence (P0AE70 whole entry, looked up): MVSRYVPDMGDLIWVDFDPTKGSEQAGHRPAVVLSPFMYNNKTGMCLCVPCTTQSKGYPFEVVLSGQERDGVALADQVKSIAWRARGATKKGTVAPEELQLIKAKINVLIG
BioA inh – inhibitors of Mycobacterium tuberculosis BioA enzyme | purified M. tuberculosis BioA enzyme, plate reader | inhibition, % at 9.99 µM | actives 0.096% (n = 360,000); in the data active means inhibition above about 40%; inconclusive means no clear call, values can overlap the other calls
An asterisk follows results filed as active. Unless noted, no stated cut-off is given here; in the data, active means inhibition above about 30%; inactive means the rest.

Results for CC(OC(=O)c1cc(=O)[nH]c2ccccc12)C(=O)NC1CCCC1 (configuration not stated) ?
Mtb UGM inh: 4.0; FadD28 binding: -2.2; Mtb FBA inh: 7; BoNT-F LC inh: 2; GDH-TPI inh: -2; CCHF vOTU inh: 9; Rv3671c protease: 3; MazF activator: 3; BioA inh: 1.8

What do the screens show for `Cc1onc(-c2ccccc2)c1C(=O)n1nnc2ccccc21`?
Mtb UGM inh: -1.0; FadD28 binding: -3.6; Mtb FBA inh: 0; BoNT-F LC inh: -46; GDH-TPI inh: 0; CCHF vOTU inh: -1; VHR inh abs: -6; Rv3671c protease: 2; MazF activator: 44; BioA inh: -0.5

Results for COc1ccc(NC(=O)CSc2nnc(N)s2)cc1 ?
Mtb UGM inh: 0.7; FadD28 binding: -4.1; Mtb FBA inh: 2; BoNT-F LC inh: 3; GDH-TPI inh: 3; CCHF vOTU inh: 4; VHR inh abs: 23; Rv3671c protease: 2; MazF activator: 5; BioA inh: 1.5

Results for CC(Oc1ccc(C(=O)c2ccccc2)cc1)C(=O)N1CCOCC1 (configuration not stated) ?
Mtb UGM inh: 3.3; FadD28 binding: -1.9; Mtb FBA inh: -2; BoNT-F LC inh: -4; GDH-TPI inh: 4; CCHF vOTU inh: 2; Rv3671c protease: 4; MazF activator: 1; BioA inh: -1.0

What do the screens show for `CCn1c(CN2CCOCC2)nnc1SCC(=O)Nc1ccc(C)cc1`?
Mtb UGM inh: 1.1; FadD28 binding: -0.2; Mtb FBA inh: -1; BoNT-F LC inh: -2; GDH-TPI inh: -6; CCHF vOTU inh: -38; VHR inh abs: -17; Rv3671c protease: -1; MazF activator: 7; BioA inh: 1.0

What do the screens show for `CCCC1=Nc2cc(C(=O)N3CCCC3)ccc2Sc2ccc(C)cc21`?
Mtb UGM inh: 2.5; FadD28 binding: -4.0; Mtb FBA inh: -2; BoNT-F LC inh: 6; GDH-TPI inh: 6; CCHF vOTU inh: 25; VHR inh abs: 23; Rv3671c protease: -2; MazF activator: -1; BioA inh: 2.0

How did COc1ccc(C(=O)C(OC(=O)c2ccccc2)c2ccccc2)cc1 (configuration not stated) do in these assays?
Mtb UGM inh: -1.0; FadD28 binding: -4.6; Mtb FBA inh: -1; BoNT-F LC inh: -6; GDH-TPI inh: -6; CCHF vOTU inh: -4; VHR inh abs: 26; Rv3671c protease: -15; MazF activator: 1

What do the screens show for `Brc1cc2c(cc1/C=N/Nc1nc3ccccc3s1)OCO2`?
Mtb UGM inh: -1.2; FadD28 binding: -3.9; Mtb FBA inh: -9; BoNT-F LC inh: 2; GDH-TPI inh: 5; CCHF vOTU inh: 11; VHR inh abs: 31; Rv3671c protease: -1; MazF activator: -1; BioA inh: -0.3

Results for COC(=O)c1ccc(CNC(=O)COC(=O)CNS(=O)(=O)c2ccc(C)cc2)cc1 ?
FadD28 binding: -0.8; Mtb FBA inh: 3; BoNT-F LC inh: -4; GDH-TPI inh: 4; CCHF vOTU inh: -9; MazF activator: -5; BioA inh: -0.2

Results for N#CCSc1ccccc1NC(=O)COC(=O)CCN1C(=O)C2CC=CCC2C1=O (configuration not stated) ?
Mtb UGM inh: 3.3; Mtb FBA inh: 1; BoNT-F LC inh: -5; GDH-TPI inh: 3; CCHF vOTU inh: 7; Rv3671c protease: 2; MazF activator: 11; BioA inh: 2.5

What do the screens show for `Cc1nc(-c2ccccc2)nc2[nH]c(C(C)C)cc(=O)c12`?
Mtb UGM inh: 2.5; FadD28 binding: -2.0; Mtb FBA inh: 3; BoNT-F LC inh: -14; GDH-TPI inh: 4; CCHF vOTU inh: 6; VHR inh abs: -16; Rv3671c protease: -5; MazF activator: 12; BioA inh: 1.5

How did Cc1c(C(=O)N2CCCC2)oc2c1-c1nn(CC(=O)NCCCOC(C)C)cc1CC2 do in these assays?
Mtb UGM inh: -1.7; FadD28 binding: -0.9; Mtb FBA inh: 10; BoNT-F LC inh: 0; GDH-TPI inh: 7; CCHF vOTU inh: 0; VHR inh abs: -5; Rv3671c protease: -2; MazF activator: -6

What do the screens show for `CCOc1ccc(C(=O)NCC(=O)Nc2ccc(N3CCOCC3)cc2)cc1OCC`?
Mtb UGM inh: 1.6; FadD28 binding: 0.1; Mtb FBA inh: 1; BoNT-F LC inh: -2; GDH-TPI inh: -5; CCHF vOTU inh: 20; VHR inh abs: 17; Rv3671c protease: -3; MazF activator: 2

What do the screens show for `COC(=O)[C@H]1C[C@H]1[C@@H](NC(=O)c1ccc[nH]1)c1ccccc1`?
Mtb UGM inh: -0.4; FadD28 binding: -0.5; Mtb FBA inh: 2; BoNT-F LC inh: 4; GDH-TPI inh: 7; CCHF vOTU inh: -8; Rv3671c protease: 4; MazF activator: 4; BioA inh: 1.8

Results for CCSCc1nnc(SCC(=O)Nc2cccc(SC)c2)n1C ?
Mtb UGM inh: -0.7; FadD28 binding: -3.1; Mtb FBA inh: 2; BoNT-F LC inh: 2; GDH-TPI inh: -4; CCHF vOTU inh: 6; VHR inh abs: -13; Rv3671c protease: 7; MazF activator: -4; BioA inh: 0.8

What do the screens show for `O=C(O)CC(C(=O)O)C(=Cc1ccccc1)c1ccccc1` (configuration not stated)?
FadD28 binding: 0.0; Mtb FBA inh: 1; BoNT-F LC inh: -4; GDH-TPI inh: -1; CCHF vOTU inh: 12; MazF activator: 6; BioA inh: -1.4

How did O=C1[C@H](c2ccccc2)[C@@H](c2ccccc2)N1c1ccncc1 do in these assays?
FadD28 binding: -0.7; Mtb FBA inh: -1; BoNT-F LC inh: 3; GDH-TPI inh: 5; CCHF vOTU inh: -8; MazF activator: 9; BioA inh: 0.1

Results for Cc1ccc(CNC(=O)Cn2cncn2)cc1 ?
Mtb UGM inh: -3.2; FadD28 binding: -0.7; Mtb FBA inh: 0; BoNT-F LC inh: 0; GDH-TPI inh: -2; CCHF vOTU inh: 2; VHR inh abs: 8; Rv3671c protease: -3; MazF activator: -1; BioA inh: -1.3

What do the screens show for `CCOCCCNC(=O)C1(O)c2ccccc2NC(=O)N1c1ccc(C)c(C)c1` (configuration not stated)?
Mtb UGM inh: -1.2; FadD28 binding: -2.5; Mtb FBA inh: -3; BoNT-F LC inh: -3; GDH-TPI inh: 1; CCHF vOTU inh: -2; Rv3671c protease: -8; MazF activator: 0; BioA inh: -1.1

How did COc1ccccc1CNC(=O)COC(=O)C1CC1 do in these assays?
Mtb UGM inh: 0.1; FadD28 binding: -0.3; Mtb FBA inh: 4; BoNT-F LC inh: 4; GDH-TPI inh: 13; CCHF vOTU inh: 7; Rv3671c protease: -6; MazF activator: 5; BioA inh: 0.9

Results for Nc1nccc(/C=C/c2c(F)cccc2Cl)n1 ?
Mtb UGM inh: -1.1; FadD28 binding: -1.7; Mtb FBA inh: 13; BoNT-F LC inh: -1; GDH-TPI inh: 12; CCHF vOTU inh: -11; VHR inh abs: 15; Rv3671c protease: -7; MazF activator: -5

Results for Cc1cc(NC(=O)CN2C(=O)NC3(CCC(C)CC3)C2=O)no1 (configuration not stated) ?
Mtb UGM inh: 0.3; FadD28 binding: -0.6; Mtb FBA inh: -1; BoNT-F LC inh: -11; GDH-TPI inh: 0; CCHF vOTU inh: -9; VHR inh abs: 51*; Rv3671c protease: -4; MazF activator: 4

What do the screens show for `COc1ccc(C(=O)Cc2nnc(C)s2)c(OC)c1`?
Mtb UGM inh: 1.5; FadD28 binding: -2.7; Mtb FBA inh: 5; BoNT-F LC inh: 1; GDH-TPI inh: 1; CCHF vOTU inh: -7; VHR inh abs: -5; Rv3671c protease: -7; MazF activator: 2

What do the screens show for `O=C(CS(=O)(=O)c1cn(CC(=O)N2CCCC2)c2ccccc12)Nc1ccccc1`?
Mtb UGM inh: -2.8; FadD28 binding: -1.1; Mtb FBA inh: -1; BoNT-F LC inh: -13; GDH-TPI inh: -3; CCHF vOTU inh: 6; VHR inh abs: 5; Rv3671c protease: 7; MazF activator: 4; BioA inh: -0.6

Four compounds already listed, ordered by number of heavy atoms, descending.
What do the screens show for `CCOCCCNC(=O)C1(O)c2ccccc2NC(=O)N1c1ccc(C)c(C)c1` (configuration not stated)?
Mtb UGM inh: -1.2; FadD28 binding: -2.5; Mtb FBA inh: -3; BoNT-F LC inh: -3; GDH-TPI inh: 1; CCHF vOTU inh: -2; Rv3671c protease: -8; MazF activator: 0; BioA inh: -1.1

Results for CCSCc1nnc(SCC(=O)Nc2cccc(SC)c2)n1C ?
Mtb UGM inh: -0.7; FadD28 binding: -3.1; Mtb FBA inh: 2; BoNT-F LC inh: 2; GDH-TPI inh: -4; CCHF vOTU inh: 6; VHR inh abs: -13; Rv3671c protease: 7; MazF activator: -4; BioA inh: 0.8

What do the screens show for `Cc1nc(-c2ccccc2)nc2[nH]c(C(C)C)cc(=O)c12`?
Mtb UGM inh: 2.5; FadD28 binding: -2.0; Mtb FBA inh: 3; BoNT-F LC inh: -14; GDH-TPI inh: 4; CCHF vOTU inh: 6; VHR inh abs: -16; Rv3671c protease: -5; MazF activator: 12; BioA inh: 1.5

What do the screens show for `COc1ccc(C(=O)Cc2nnc(C)s2)c(OC)c1`?
Mtb UGM inh: 1.5; FadD28 binding: -2.7; Mtb FBA inh: 5; BoNT-F LC inh: 1; GDH-TPI inh: 1; CCHF vOTU inh: -7; VHR inh abs: -5; Rv3671c protease: -7; MazF activator: 2

More entries.
Results for Nc1c(C(=O)Nc2ccc3c(c2)OCCO3)nnn1Cc1ccc(F)cc1 ?
Mtb UGM inh: 0.9; FadD28 binding: -2.1; Mtb FBA inh: -2; GDH-TPI inh: 0; CCHF vOTU inh: -9; Rv3671c protease: 4; MazF activator: -2; BioA inh: -1.5

What do the screens show for `O=C(CN1C(=O)C2C3CCC(C3)C2C1=O)OCC(=O)c1ccccc1` (configuration not stated)?
Mtb UGM inh: 1.1; FadD28 binding: -1.3; Mtb FBA inh: 0; BoNT-F LC inh: -1; GDH-TPI inh: -7; CCHF vOTU inh: -14; VHR inh abs: 19; Rv3671c protease: -6; MazF activator: 4; BioA inh: -0.9

Results for S=c1[nH]nc(CSc2nc3ccccc3s2)n1Cc1ccccc1 ?
Mtb UGM inh: 0.9; FadD28 binding: -1.3; Mtb FBA inh: 4; BoNT-F LC inh: 7; GDH-TPI inh: 5; CCHF vOTU inh: 10; VHR inh abs: 12; Rv3671c protease: -17; MazF activator: 7; BioA inh: -1.5

How did COc1ccc(C2c3ccsc3CCN2C(C)=O)cc1 (configuration not stated) do in these assays?
Mtb UGM inh: -3.3; FadD28 binding: -0.9; Mtb FBA inh: 2; BoNT-F LC inh: inconclusive; GDH-TPI inh: 3; CCHF vOTU inh: -11; VHR inh abs: 4; Rv3671c protease: -6; MazF activator: 4; BioA inh: -1.4

What do the screens show for `O=C(CCNC(=O)c1ccccc1Cl)NCC1CCCO1` (configuration not stated)?
Mtb UGM inh: 0.9; FadD28 binding: -3.2; Mtb FBA inh: -3; BoNT-F LC inh: -6; GDH-TPI inh: 1; CCHF vOTU inh: 10; Rv3671c protease: -6; MazF activator: 1; BioA inh: -0.1

How did O=C(N1CCCC1)C12CC3CC(C1)CC(C(=O)N1CCCC1)(C3)C2 do in these assays?
Mtb UGM inh: 0.1; FadD28 binding: 1.3; Mtb FBA inh: 3; BoNT-F LC inh: -1; GDH-TPI inh: 1; CCHF vOTU inh: 3; VHR inh abs: 11; Rv3671c protease: -7; MazF activator: -7; BioA inh: 0.5

What do the screens show for `Cc1ccc(CNC(=O)Cn2cnc(S(=O)(=O)N3CCCCC3)c2)o1`?
Mtb UGM inh: 1.4; FadD28 binding: -1.7; Mtb FBA inh: 3; BoNT-F LC inh: 1; GDH-TPI inh: 3; CCHF vOTU inh: 6; VHR inh abs: 48; Rv3671c protease: -4; MazF activator: 5; BioA inh: 1.6

What do the screens show for `c1ccc(C2Nc3cccc4cccc(c34)N2)cc1`?
Mtb UGM inh: -3.0; FadD28 binding: -2.3; Mtb FBA inh: 0; BoNT-F LC inh: inconclusive; GDH-TPI inh: 6; CCHF vOTU inh: -7; VHR inh abs: -2; Rv3671c protease: -1; MazF activator: -10; BioA inh: -2.1
